Mtb BioA inh: inhibitors of Mycobacterium tuberculosis BioA enzyme. purified M. tuberculosis BioA enzyme, plate reader. inhibition, % at 9.99 µM. 360,000 tested, 0.096% active. AID 602481; in the data active = inhibition above about 40%
Starred values were filed as active, the others as inactive. An excerpt; count on the stated rates, not on these rows.

C[C@H]1CN([C@@H](C)CO)C(=O)c2cccc(NC(=O)c3ccncc3)c2O[C@@H]1CN(C)C(=O)Nc1ccc(F)cc1
  Mtb BioA inh: -3.7
CCC(=O)Nc1ccc2c(c1)C(=O)N(C)C[C@@H](OC)[C@H](C)CN(C(=O)Cc1cccnc1)[C@@H](C)CO2
  Mtb BioA inh: 0.7
C[C@@H]1CCCCO[C@@H](CN(C)S(=O)(=O)c2cn(C)cn2)[C@H](C)CN([C@@H](C)CO)C(=O)c2cc(NS(=O)(=O)c3cccs3)ccc2O1
  Mtb BioA inh: -1.9
C[C@H]1CCCCO[C@H](CN(C)S(=O)(=O)c2ccc(Cl)cc2)[C@@H](C)CN([C@@H](C)CO)C(=O)c2cc(NC(=O)Nc3cccc4ccccc34)ccc2O1
  Mtb BioA inh: 1.2
COc1cccc(CNC(=O)C[C@H]2CC[C@H](NC(=O)C3CCC3)[C@@H](CO)O2)c1
  Mtb BioA inh: 5.5
C[C@@H]1CCCCO[C@@H](CN(C)Cc2ccc(C(=O)O)cc2)[C@@H](C)CN([C@@H](C)CO)C(=O)c2cc(NC(=O)Nc3cccc4ccccc34)ccc2O1
  Mtb BioA inh: 2.5
CO[C@@H]1CC[C@@H]2CCOc3ccc(C#N)cc3C(=O)N(C)[C@@H](C)C(=O)N(C)C[C@H]1O2
  Mtb BioA inh: -0.9
O=C(C1CCCC1)N1CCCCN2[C@@H](CO)[C@H](c3ccc(-c4cccc(F)c4)cc3)[C@@H]2C1
  Mtb BioA inh: 5.2
C[C@@H]1CN([C@H](C)CO)C(=O)c2cccc(N(C)C)c2O[C@H]1CN(C)C(=O)Nc1ccc2c(c1)OCO2
  Mtb BioA inh: -1.0
CCNC(=O)Nc1ccc2c(c1)C(=O)N(C)[C@@H]1CC[C@H](CC(=O)NCC3CC3)O[C@@H]1CO2
  Mtb BioA inh: 5.3
COCCCNC(=O)[C@]1(Cc2ccccc2N=[N+]=[N-])N=C(c2ccc(OCCCO)cc2)O[C@@H]1c1ccccc1
  Mtb BioA inh: 7.8
Cc1ccccc1S(=O)(=O)NCC[C@H]1CC[C@H](NS(=O)(=O)c2ccccc2C)[C@@H](CO)O1
  Mtb BioA inh: -0.8
C[C@@H]1CN([C@H](C)CO)C(=O)c2cc(NC(=O)Cc3ccccc3)ccc2O[C@@H]1CN(C)S(=O)(=O)c1cccs1
  Mtb BioA inh: 0.7
C[C@H](CO)N1C[C@H](C)[C@@H](CN(C)C)Oc2ccc(NC(=O)Nc3ccc4c(c3)OCO4)cc2CC1=O
  Mtb BioA inh: 2.5
O=C(C[C@@H]1CC[C@@H]2[C@H](COC[C@H](O)CN2CCC(F)(F)F)O1)N1CCC(Cc2ccccc2)CC1
  Mtb BioA inh: 1.0

COc1ccccc1C#Cc1ccc([C@@H]2[C@@H](C#N)N(C(=O)C3CC3)[C@H]2CO)cc1
  Mtb BioA inh: -1.6
Cc1noc(C)c1S(=O)(=O)Nc1ccc2c(c1)C(=O)N([C@H](C)CO)C[C@H](C)[C@@H](CN(C)Cc1ccc3c(c1)OCO3)O2
  Mtb BioA inh: 2.7
Cc1noc(C)c1NC(=O)Nc1ccc2c(c1)CC(=O)N([C@H](C)CO)C[C@H](C)[C@@H](CN(C)C(=O)Nc1ccccc1)O2
  Mtb BioA inh: 6.2
CS(=O)(=O)Nc1ccc2c(c1)[C@@H]1C[C@H](CC(=O)NCC(F)(F)F)O[C@@H](CO)[C@@H]1O2
  Mtb BioA inh: -0.5
C[C@@H]1CN([C@@H](C)CO)C(=O)c2cccc(NC(=O)c3ccc(-c4nccs4)cc3)c2O[C@H]1CN(C)C(=O)Nc1ccc(F)cc1
  Mtb BioA inh: -0.7
C[C@H](CO)N1C[C@H](C)[C@H](CN(C)Cc2ccc(Cl)c(Cl)c2)Oc2ccc(N(C)C)cc2CC1=O
  Mtb BioA inh: 0.9
COc1ccc(S(=O)(=O)N(C)C[C@H]2OCCCC[C@H](C)Oc3ccc(NC(=O)Nc4c(C)noc4C)cc3C(=O)N([C@H](C)CO)C[C@@H]2C)cc1
  Mtb BioA inh: -1.6
COc1cccc(S(=O)(=O)N(C)C[C@@H]2Oc3ncccc3C(=O)N([C@H](C)CO)C[C@@H]2C)c1
  Mtb BioA inh: -1.9
CC(C)NC(=O)Nc1ccc2c(c1)C(=O)N([C@H](C)CO)C[C@@H](C)[C@@H](CN(C)C)O2
  Mtb BioA inh: -1.8
CN1C(=O)c2cc(NC(=O)NC3CCCC3)ccc2OC[C@@H]2O[C@H](CC(=O)NCC3CC3)CC[C@@H]21
  Mtb BioA inh: -0.8
CCS(=O)(=O)Nc1ccc2c(c1)C(=O)N(C)C[C@@H](OC)[C@H](C)CN(C(=O)CN(C)C)[C@H](C)CO2
  Mtb BioA inh: -2.0
C[C@H](CO)N1C[C@H](C)[C@H](CN(C)Cc2ccncc2)Oc2c(NS(C)(=O)=O)cccc2C1=O
  Mtb BioA inh: -0.2
O=C(Nc1ccccc1)[C@@H]1[C@@H](CO)[C@@H]2Cn3c(cccc3=O)[C@H]1N2C(=O)c1ccc(F)cc1
  Mtb BioA inh: -0.4
C[C@H]1CN([C@@H](C)CO)C(=O)c2cc(NS(=O)(=O)c3cn(C)cn3)ccc2O[C@@H]1CN(C)Cc1ccc(C(=O)Nc2ccccc2N)cc1
  Mtb BioA inh: 1.3
COc1ccc(S(=O)(=O)N(C)C[C@H]2Oc3ccc(NC(=O)Cc4cn(C)c5ccccc45)cc3CC(=O)N([C@H](C)CO)C[C@H]2C)cc1
  Mtb BioA inh: -2.5

Next section.
Molecule	Mtb BioA inh
O=C(CN1CCOCC1)N1CCCCN2[C@H](C1)[C@H](c1ccc(C#Cc3ccccc3F)cc1)[C@@H]2CO	0.2
Cc1ccc(S(=O)(=O)Nc2ccc3c(c2)C(=O)N([C@@H](C)CO)C[C@@H](C)[C@H](CN(C)S(=O)(=O)c2ccc(F)cc2)OCCCC[C@@H](C)O3)cc1	0.6
C[C@@H]1CN([C@H](C)CO)C(=O)c2cccc(NC(=O)C3CCCCC3)c2O[C@H]1CN(C)S(C)(=O)=O	0.9
C[C@@H]1CN([C@H](C)CO)C(=O)Cc2cc(NC(=O)CCC(F)(F)F)ccc2O[C@H]1CN(C)C(=O)NC1CCCCC1	-2.5
COc1ccc(NC(=O)N[C@H]2CC[C@@H](CCNC(=O)CCN3CCCCC3)O[C@@H]2CO)cc1	-3.0
Cc1noc(C)c1NC(=O)Nc1ccc2c(c1)C(=O)N([C@H](C)CO)C[C@H](C)[C@@H](CN(C)Cc1ccc(Cl)c(Cl)c1)OCCCC[C@@H](C)O2	-3.9
COc1ccc(NC(=O)N[C@@H]2C=C[C@@H](CC(=O)NCc3ccccn3)O[C@@H]2CO)cc1	-3.1
COc1ccc(NC(=O)N(C)C[C@H]2OCCCC[C@H](C)Oc3ccc(NS(=O)(=O)c4ccc(C)cc4)cc3C(=O)N([C@@H](C)CO)C[C@@H]2C)cc1	-2.6
CC(=O)NC[C@@H]1[C@@H](c2ccc(-c3ccccc3F)cc2)[C@@H](CO)N1C(=O)C1CC1	0.2
CO[C@H]1CN(C)C(=O)c2ccc(NS(C)(=O)=O)cc2OC[C@@H](C)N(C(=O)NC(C)C)C[C@H]1C	-1.6
C[C@@H]1CN([C@H](C)CO)S(=O)(=O)c2ccc(-c3cncnc3)cc2O[C@H]1CN(C)C(=O)Cc1ccncc1	-2.0
COc1ccc(CN(C)C[C@@H]2Oc3ccc(NC(=O)c4ccncc4)cc3CC(=O)N([C@H](C)CO)C[C@H]2C)cc1	2.1
COc1cccc(-c2ccc([C@@H]3[C@@H](CO)N4CCCCN(C(=O)c5ccc6c(c5)OCO6)C[C@@H]34)cc2)c1	-1.5
C[C@H]1CN([C@@H](C)CO)S(=O)(=O)c2ccc(-c3ccncc3)cc2O[C@H]1CN(C)S(=O)(=O)c1ccccc1F	-0.6
Cc1noc(C)c1S(=O)(=O)N(C)C[C@@H]1OCCCC[C@H](C)Oc2ccc(NS(=O)(=O)c3cccs3)cc2C(=O)N([C@H](C)CO)C[C@@H]1C	1.7

Single values from the results shown.
Mtb BioA inh with CC(=O)NC[C@@H]1[C@@H](c2ccc(-c3ccccc3F)cc2)[C@@H](CO)N1C(=O)C1CC1 = 0.2
Mtb BioA inh with CO[C@H]1CN(C)C(=O)c2ccc(NS(C)(=O)=O)cc2OC[C@@H](C)N(C(=O)NC(C)C)C[C@H]1C = -1.6

(listing goes on)
Molecule	Mtb BioA inh
C[C@@H](NC(=O)C[C@H]1CC[C@@H](NS(=O)(=O)c2cccc(F)c2)[C@@H](CO)O1)c1ccccc1	-4.0
O=C(NC1CCCC1)[C@@H]1[C@@H](CO)[C@@H]2Cn3c(ccc(-c4ccncc4)c3=O)[C@@H]2N1CC1CC1	-1.3
C[C@@H]1CN([C@@H](C)CO)C(=O)c2cc(-c3ccc(F)cc3)cnc2O[C@H]1CN(C)C(=O)c1ccccn1	3.4
CCC(=O)Nc1ccc2c(c1)OC[C@H](C)NC[C@@H](C)[C@@H](OC)CN(C)C2=O	-2.7
COc1ccc(S(=O)(=O)N(C)C[C@H]2Oc3c(NC(=O)Nc4cccc5ccccc45)cccc3C(=O)N([C@H](C)CO)C[C@@H]2C)cc1	-0.6
O=C(c1ccccc1)N1CC[C@@H]2[C@H]1c1cc(-c3ccccc3F)ccc1N[C@@H]2CO	-0.6
CCC(=O)N1CCCCN2[C@H](C1)[C@H](c1ccc(/C=C/c3ccccc3)cc1)[C@@H]2CO	1.5
CC(C)NC(=O)N[C@H]1CC[C@@H](CC(=O)NCCN2CCCC2)O[C@H]1CO	0.9
C[C@H]1CN([C@@H](C)CO)C(=O)c2cc(NC(=O)C3CC3)ccc2O[C@@H]1CN(C)S(C)(=O)=O	-2.4
COc1ccc(C(=O)Nc2ccc(CN3C(=O)[C@]4(O[C@H](CC(=O)N5Cc6ccccc6C[C@H]5CO)[C@@H]([Si](C)(C)c5ccc(OC)cc5)[C@@H]4C)c4ccccc43)cc2)cc1	-1.7
CNC[C@@H]1Oc2ncc(-c3ccc(C#N)cc3)cc2C(=O)N([C@H](C)CO)C[C@@H]1C	0.2
C[C@@H]1CN([C@@H](C)CO)C(=O)c2cc(NC(=O)Cc3ccccc3)ccc2O[C@H]1CN(C)Cc1ccccc1	2.3
Cc1noc(C)c1NC(=O)Nc1cccc2c1O[C@@H](CN(C)Cc1ccccc1)[C@@H](C)CN([C@@H](C)CO)C2=O	-2.2
COc1ccc(CNC(=O)C[C@@H]2CC[C@H]3[C@@H](COc4ccc(NC(C)=O)cc4C(=O)N3C)O2)cc1	0.3
C[C@H]1CN([C@@H](C)CO)C(=O)c2cc(NC(=O)Nc3cccc4ccccc34)ccc2O[C@H]1CN(C)C	-0.7
C[C@H](CO)N1C[C@H](C)[C@H](CN(C)C(=O)CCCN(C)C)OCCCC[C@H](C)Oc2ccc(NC(=O)C3CCCCC3)cc2C1=O	-2.3
COc1ccc(NC(=O)Nc2ccc3c(c2)C(=O)N([C@@H](C)CO)C[C@H](C)[C@H](CN(C)C(=O)Nc2ccc(C(F)(F)F)cc2)OCCCC[C@H](C)O3)cc1	-1.0
COc1ccccc1-c1cnc2c(c1)C(=O)N([C@@H](C)CO)C[C@@H](C)[C@@H](CN(C)C(=O)CN(C)C)O2	-1.6
C[C@H](CO)N1C[C@H](C)[C@@H](CN(C)C)Oc2cc(C#CC3CCCCC3)ccc2S1(=O)=O	-0.9
CCCC(=O)Nc1ccc2c(c1)C(=O)N(C)C[C@H](OC)[C@@H](C)CN[C@@H](C)CO2	-1.6
CCCNC(=O)C[C@H]1CC[C@@H]2[C@H](COC[C@@H](O)CN2C(=O)CC)O1	-1.3
CCCNC(=O)N1C[C@H](C)[C@H](OC)CN(C)C(=O)c2ccc(NC(=O)CC)cc2OC[C@H]1C	-1.5
CNC(=O)C[C@@H]1CC[C@@H]2[C@H](COc3ccc(NC(=O)c4cscn4)cc3C(=O)N2C)O1	0.6
C[C@@H]1CCCCO[C@@H](CN(C)Cc2ccc(C(=O)O)cc2)[C@@H](C)CN([C@H](C)CO)C(=O)c2cc(NC(=O)Nc3cccc4ccccc34)ccc2O1	-2.3
Cc1noc(C)c1NC(=O)N(C)C[C@@H]1Oc2c(NC(=O)Nc3ccc(F)cc3)cccc2C(=O)N([C@@H](C)CO)C[C@H]1C	0.0
COc1ccccc1CNC(=O)C[C@H]1C[C@H]2c3cc(NC(=O)C4CCOCC4)ccc3O[C@H]2[C@@H](CO)O1	0.5
CO[C@@H]1CN(C)C(=O)c2ccc(NS(=O)(=O)c3ccc(Cl)cc3)cc2OC[C@H](C)NC[C@H]1C	-3.8
O=C(C[C@@H]1C=C[C@H](NC(=O)Nc2ccccc2F)[C@@H](CO)O1)NCc1ccc(-c2ccccc2)cc1	-5.0
C[C@H](O)C#Cc1cnc2c(c1)C(=O)N([C@H](C)CO)C[C@H](C)[C@H](CN(C)C(=O)CN1CCOCC1)O2	0.8
O=C(C[C@@H]1C[C@@H]2c3cc(NC(=O)NC4CCCC4)ccc3O[C@@H]2[C@@H](CO)O1)NCC1CC1	0.9

5 records drawn at random from those above:
Molecule	Mtb BioA inh
Cc1noc(C)c1NC(=O)N(C)C[C@@H]1Oc2c(NC(=O)Nc3ccc(F)cc3)cccc2C(=O)N([C@@H](C)CO)C[C@H]1C	0.0
COc1ccccc1-c1cnc2c(c1)C(=O)N([C@@H](C)CO)C[C@@H](C)[C@@H](CN(C)C(=O)CN(C)C)O2	-1.6
C[C@H](CO)N1C[C@H](C)[C@@H](CN(C)C)Oc2cc(C#CC3CCCCC3)ccc2S1(=O)=O	-0.9
C[C@H](O)C#Cc1cnc2c(c1)C(=O)N([C@H](C)CO)C[C@H](C)[C@H](CN(C)C(=O)CN1CCOCC1)O2	0.8
O=C(C[C@@H]1C[C@@H]2c3cc(NC(=O)NC4CCCC4)ccc3O[C@@H]2[C@@H](CO)O1)NCC1CC1	0.9

Next part
Molecule	Mtb BioA inh
Cn1cnc(CCNC(=O)C[C@@H]2CC[C@@H]3[C@H](COC[C@H](O)CN3C(=O)C3CC3)O2)c1	-1.7
C[C@H](NC(=O)C[C@H]1C=C[C@H](NC(=O)C2CCOCC2)[C@H](CO)O1)c1ccccc1	-1.5
Cc1cc(C(=O)Nc2cccc3c2O[C@@H](CN(C)Cc2ccc(C(=O)O)cc2)[C@H](C)CN([C@H](C)CO)C3=O)n(C)n1	-7.7
COc1ccc(S(=O)(=O)N(C)C[C@@H]2OCCCC[C@@H](C)Oc3ccc(N(C)C)cc3C(=O)N([C@H](C)CO)C[C@H]2C)cc1	1.5
CCCC#Cc1ccc([C@H]2[C@H](CO)N3CCCCN(S(=O)(=O)c4ccccc4F)C[C@@H]23)cc1	3.2
